High-throughput results (PubChem)
P. falciparum M1AAP: P. falciparum M1AAP inhibitors, biochemical, fluorogenic H-Leu-NHMec substrate, 1536-well (AID 1445); recombinant M1AAP, H-Leu-NHMec fluorogenic kinetic assay; higher % means a stronger effect; one-dose inhibition, % at 30 µM; IC50 in µM for titrated hits; hit rate 0.42% among 220,000;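 active means primary inhibition above the hit cutoff, then over 50% inhibition at one or more dose response concentrations, cut at about 23% in these data, passing the limit was not always enough; inconclusive means conflicting primary data, or primary hits not chosen for dose response; inactive means low primary inhibition, or under 50% at every dose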;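 further: plate controls were DMSO full reaction for no effect and no enzyme background for full effect; strong numbers were not always called active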
TNAP activation fold: human TNAP enzyme activators, primary screen, biochemical, luminescent, no phosphate acceptor, uHTS (AID 1001) | one-dose activation fold at 20 µM; EC50 in µM for titrated hits | hit rate 0.03% among 200,000 | purified TNAP, luminescent activation assay, no phosphate acceptor; higher activation fold means a stronger effect; in the data active means activation fold from about 3, or a potency from the dose series; inactive means the rest, 99 in 100 with activation fold below about 1.6; further: many of its hits are not listed in these tables
West Nile antiviral: inhibition of WNV-induced cytopathic effect – cell-based, CPE readout (AID 1621); West Nile virus-infected cells, CPE inhibition; higher % means a stronger effect; CPE inhibition, % at 10 µM, or IC50 in µM where a hit was titrated; hit rate 0.02% among 290,000; in the data active means a potency from the dose series; inconclusive means CPE inhibition mostly from about 3.7% at the one dose, without a potency; inactive means the rest, 99 in 100 with CPE inhibition below about 2.2%; further: strong numbers were not always called active
human PMI inhibitors: human PMI inhibitors, high substrate, primary screen, biochemical, fluorescence intensity, high mannose 6-phosphate (AID 1220); one-dose inhibition, % at 20 µM; IC50 in µM for titrated hits; hit rate 0.66% among 190,000; recombinant PMI enzyme, coupled fluorescence intensity; higher % means a stronger effect
M17LAP inhibition: P. falciparum M17LAP inhibitors, primary screen, biochemical, fluorogenic H-Leu-NHMec substrate, 1536-well (AID 1619); recombinant M17LAP, H-Leu-NHMec fluorogenic kinetic assay; higher % means a stronger effect; inhibition, % at 30 µM; hits with a dose series show IC50 in µM; hit rate 0.38% among 220,000;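 active means compound inhibiting the enzyme by more than half at any dose during confirmatory dose-response retesting; inconclusive means strong single-dose inhibitors picked by rank but not retested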;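 further: plate controls were full reaction with DMSO carrier for no effect and no enzyme background for full effect; strong numbers were not always called active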
RSV antiviral HEp-2: inhibition of RSV-induced cytopathic effect – HEp-2 cells, primary 10 µM value included (AID 2391) | CPE inhibition, % at 10 µM, or IC50 in µM where a hit was titrated | hit rate 0.13% among 310,000 | HEp-2 cells, RSV-induced CPE inhibition; higher % means a stronger effect; in the data active means a potency from the dose series; inconclusive means CPE inhibition mostly from about 23% at the one dose, without a potency; inactive means the rest, 99 in 100 with CPE inhibition below about 21%; further: strong numbers were not always called active
T cell modulator: modulates CD8 T cell binding to vesicles; 2C CD8+ T cell-vesicle binding, flow cytometry; active compounds read low; calls only at 7 µM; hit rate 0.068% among 330,000; AID 2052;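 active means response, share of CD8 T cells binding vesicles, and their 90th percentile fluorescence all below set limits, cut at about 80% in these data, passing the limit was not always enough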
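Read-out – percent CD8+ FL2 mean versus row control · System – murine 2C transgenic CD8+ T lymphocytes · Times – 1.5 h cell–vesicle binding at 37 °C, then 20 min icy labelling · Control set – naked vesicles low, QL9 vesicles with vehicle high · Detection – cytometric PE anti-B7-1 and Alexa647 anti-CD8 signals after 1% paraformaldehyde fixation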
UTI89 phage lysis: inhibition of K1F phage lysis, E. coli UTI89, bacterial capsule biogenesis inhibitors, alamar blue (AID 488966). E. coli UTI89 K1F phage lysis, alamar blue, 2 h; higher % means a stronger effect. inhibition, % at 100 µM, or IC50 in µM where a hit was titrated. hit rate 0.02% among 340,000;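 active means phage lysis inhibition, versus mean bacterial control, above a set limit; inconclusive means no clear call, values can overlap the other calls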;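 further: capsule biogenesis inhibitors block K1F phage lysis so surviving cells raise fluorescence; higher fluorescence means more inhibition of phage lysis; actives were called in the ten point dose series up to 300 µM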
PMI inhibitors: inhibitors of human PMI, primary screen, biochemical, fluorescence intensity, coupled assay (AID 1209); purified PMI enzyme, coupled fluorescence intensity; higher % means a stronger effect; one-dose inhibition, % at 20 µM; IC50 in µM for titrated hits; hit rate 0.42% among 190,000;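 further: plate controls were DMSO vehicle for no effect and wells lacking substrate for full effect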
T cell modulator vesicle-bound %: further read-out of T cell modulator, marked with its call; double positive events, %; measured here: CD8+ vesicle-bound cell fraction;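 binding gate set so that unloaded-vesicle control wells show 10% double positive cells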
Starred values were filed as active, the others as inactive; i = inactive; ? = inconclusive; . = not tested or not shown; [ ] = remark or other dose. Unless noted, no stated cut-off is given here; in the data, active means inhibition above about 50%; inactive means the rest.

SMILES	P. falciparum M1AAP	TNAP activation fold	West Nile antiviral	human PMI inhibitors	M17LAP inhibition	RSV antiviral HEp-2	T cell modulator	T cell modulator vesicle-bound %	UTI89 phage lysis	PMI inhibitors
NC(=O)c1ccc(Oc2ccc3c(c2)CCC3)c([N+](=O)[O-])c1	.	.	0.0%	.	.	14.5%	i	36.8	-2.0%	.
CN(c1ccc(C(=O)Nc2cccnc2)cc1)S(C)(=O)=O	4.1%	1	0.0%	-7.4%	7.6%	1.3%	i	48.6	-0.2%	-4.8%
O=C(NCCOc1nc(N2CCOCC2)nc(N2CCOCC2)n1)Nc1ccccc1	13.8%	1.1	1.3%	6.6%	22.6%	1.3%	i	49.8	0.5%	2.8%
O=C1C(=O)N(CCCn2ccnc2)C(c2cccnc2)/C1=C(/O)c1ccc(F)cc1 (stereo not drawn)	.	1.1	0.2%	-12.3%	.	-0.3%	i	52.2	0.7%	-16.2%
COc1ccc(N(C(=O)c2ccc(F)cc2)C2=CC3CCC(C2)N3C)cc1 (stereo not drawn)	0.7%	1.1	0.1%	1.6%	1.6%	2.4%	i	38.3	-0.2%	5.7%
Cc1ccc(-n2nc(C)c3c(-c4cccs4)c(C#N)c(N)nc32)cc1	-0.7%	1.1	0.2%	18.4%	4.2%	2.2%	i	37.0	-0.3%	15.9%
N=C1/C(=C\c2ccc(Br)o2)C(=O)N=C2SC(CC(=O)N3CCCCC3)=NN12	.	.	-0.1%	.	.	-0.6%	i	20.8	?	.
O=C(CN1C(=O)COc2ccccc21)c1cccc(Cl)c1	8.2%	1	0.7%	-7.6%	-5.9%	-0.6%	i	33.1	0.1%	-14.2%
O=C(Nc1ccc(F)cc1F)N1CCCCCC1	.	.	0.2%	.	.	0.7%	i	48.6	0.8%[50 µM]	.
O=C(COc1ccccc1)N1CCN=C1SCc1ccccc1F	4.3%	.	0.1%	.	-7.1%	1.3%	i	43.1	-0.3%	.
C=CCOc1nc(-c2ccncc2)nc2ccccc12	-0.2%	1.1	0.3%	-0.4%	-11.4%	4.8%	i	56.8	9.9%	4.8%
CC1=NN(c2ccccc2)C(=O)/C1=C/c1c(O)n(-c2ccc(F)cc2)[nH]c1=O	15.0%	1	0.3%	-15.8%	26.6%	19.0%	i	30.8	0.2%	-10.9%
CCc1nnc(NC(=O)C2CC(=O)N(CCc3ccc(F)cc3)C2)s1 (stereo not drawn)	.	.	-0.5%	.	.	5.0%	i	15.0	0.2%	.
Cc1ccc(C)c(CN2C(=O)COc3ccc(C(=O)c4ccccc4C(=O)O)cc32)c1	-2.1%	1	-0.9%	14.3%	-8.2%	?	i	60.3	0.0%	7.9%
CCn1c(SCC(=O)NC2CC2)nnc1-c1csc(C)c1	.	.	-0.1%	.	.	1.8%	i	20.9	1.9%[50 µM]	.
O=C1C2C3c4ccccc4C(c4ccccc43)[C@@H]2C(=O)N1c1ccccn1 (stereo partly drawn)	1.9%	.	-0.2%	.	2.1%	1.0%	i	56.4	-0.4%	.
O=C(CCC1CCCN(C(=O)C2=CCCC2)C1)N1CCN(c2ccccn2)CC1 (stereo not drawn)	-0.1%	1.1	-0.5%	.	-5.6%	1.0%	i	53.5	0.6%	.
CC(Nc1ccc2c(c1)OCCO2)C(=O)Nc1ccc2c(c1)OCO2 (stereo not drawn)	8.1%	1	-0.2%	15.5%	3.2%	1.9%	i	26.8	5.4%	-2.8%
CC1CCCC(C)N1C(=O)Cn1cnc2cc([N+](=O)[O-])ccc2c1=O (stereo not drawn)	6.8%	1.1	-0.8%	-3.7%	-1.9%	-0.1%	i	5.4	0.5%	-1.3%
Cn1nnnc1SCC(=O)Nc1ccc(Cl)c(S(=O)(=O)N2CCOCC2)c1	1.1%	.	-0.2%	.	-5.7%	1.0%	i	44.4	0.2%	.
O=S(=O)(Nc1ccc(-n2cccc2)cc1)c1ccc(Cl)cc1Cl	5.9%	1.1	-0.5%	22.6%	-1.2%	6.9%	i	31.1	0.3%	18.8%
CN(N)c1nc2ccccc2nc1C(F)(F)F	4.0%	1.1	0.2%	-13.0%	76.9%	-1.4%	i	18.0	.	-12.9%
CCOc1ccc(NC(=O)c2csc3c2CCCC3)cc1	-2.1%	1.1	.	-0.4%	5.0%	23.4%	i	28.1	0.7%	-2.8%
Cc1cccc(C(=O)NCc2nnc(SCC(=O)Nc3nncs3)n2C)c1	.	.	-0.1%	.	.	0.7%	i	50.0	-0.5%	.
c1ccc2c(c1)nc(-c1ccncc1)n1nnnc21	6.4%	1.1	-0.5%	4.2%	-2.2%	3.8%	i	16.4	0.1%	-0.3%
CCCC(c1nnnn1C(C)(C)C)N1CCN(Cc2ccccc2OC)CC1 (stereo not drawn)	-6.0%	1	-1.4%	-11.0%	12.2%	-0.2%	i	23.4	-0.9%	-17.7%
COc1ccc2[nH]c(=O)c(CN(C(=O)c3cccnc3)c3cccc(C)c3)cc2c1	1.4%	.	0.1%	.	-5.1%	-0.6%	i	47.3	-0.1%	.
Cc1nc2c(-c3ccc(F)cc3)c(C)nn2c(C)c1CCC(=O)NCCN1CCOCC1	0.8%	1.3	0.0%	14.9%	6.6%	1.6%	i	39.8	-1.3%	9.0%
CCOC(=O)CN1C(=O)CN(c2ccc(C)c(C)c2)C1=O	3.2%	1	0.3%	-0.6%	6.1%	1.3%	i	22.0	-4.5%	4.0%
Cc1ccc(N2C(=O)C(F)(F)C2c2ccccc2)cc1 (stereo not drawn)	-6.6%	1.1	0.0%	7.6%	3.5%	1.4%	i	48.5	-0.5%	6.5%
CC(=O)N[C@@H](CS)C(=O)O	5.7%	1.1	.	-12.2%	-4.5%	.	i	18.6	0.5%	-15.5%
CC(=O)NC1C(=O)N(CCc2ccccc2)c2ccccc21 (stereo not drawn)	2.1%	1.1	-0.8%	-5.5%	-9.8%	1.6%	i	35.4	1.2%	1.6%
O=C(CS(=O)(=O)Cc1ccccc1)N1CCc2ccccc2C1	2.3%	1.1	-0.6%	25.4%	7.2%	.	.	.	0.2%	22.3%
CCOC(=O)c1c(-c2ccccc2)oc2ccc(O)cc12	.	.	0.4%	.	.	11.1%	i	15.2	-0.3%	.
C#CCNC(=O)C1=C[C@H](c2ccc(C(F)(F)F)cc2)[C@@H](CCCO)[C@H](OCC)O1	-1.0%	1	0.1%	-1.1%	-2.5%	1.2%	.	.	1.1%	2.9%
Cc1noc(C)c1COC(=O)CCCc1nc2ccccc2s1	15.6%	1	0.0%	-8.7%	-4.5%	1.2%	i	46.3	1.3%	-4.2%
Cc1nn(C)c2c(=O)c(=O)c2n(C)[nH]1	1.1%	.	0.1%	.	-4.5%	-0.6%	i	28.7	-1.8%	.
CSC1=NCCN1S(=O)(=O)c1ccc(C)cc1	3.3%	1.1	0.1%	13.7%	-4.8%	1.4%	i	56.2	0.1%	9.5%
CCCC1CC(C)(C(=O)CSc2n[nH]c(-c3ccccc3)n2)OC1=O (stereo not drawn)	7.8%	0.8	-0.1%	-6.8%	-1.4%	2.0%	.	.	1.6%	4.8%
O=c1cc(-c2ccccc2)nc2nc(SCc3ccccc3)[nH]n12	10.0%	1	0.3%	-6.2%	5.04µM*	13.0%	i	12.6	i	2.6%
Cc1cc2nc(SCCN3CCCC3)[nH]c2cc1C	2.5%	1.1	-0.7%	-4.5%	-7.5%	-0.5%	i	31.3	2.1%	0.5%
O=C(c1ccc2snnc2c1)N1CCN(c2ccccc2)CC1	3.3%	1	-0.8%	1.7%	15.1%	2.0%	i	10.7	0.7%	3.7%
O=C1NCCN1C(=O)C12CC3CC(CC(C3)C1)C2	-0.5%	1.1	0.0%	-9.7%	6.3%	1.7%	i	45.5	0.9%	-7.8%
O=C(N/C(=C/c1ccccc1Cl)C(=O)N1CCCC1)c1ccccc1	19.4%	1.1	-0.3%	-14.9%	0.8%	1.8%	i	45.4	-0.4%	-17.5%
c1ccc(-c2nc(C3CCCCC3)c3sccc3n2)cc1	.	.	0.3%	.	.	3.6%	i	38.8	0.9%	.
COc1c(O)cnn(-c2ccccc2)c1=O	1.3%	.	1.8%	.	1.6%	0.0%	i	31.2	-0.9%	.
O=C(O)C1CCC(=O)N(C2CCCCC2)C1c1ccccc1Cl (stereo not drawn)	3.8%	.	0.8%	.	1.6%	1.3%	i	35.4	0.8%	.
COc1ccc(OC)c(CCNC(=O)CCc2nnc3ccc(N4CCCCC4)nn23)c1	.	.	0.0%	.	.	0.6%	i	57.1	0.0%	.
COc1ccc(CC2(CO)CCN(Cc3cccc(OC)c3OC)CC2)cc1	7.0%	1.1	-1.1%	6.7%	0.0%	-0.7%	i	46.4	0.2%	8.5%
COC(=O)c1cc(C(=O)OC)cc(-n2c(C)cc(C(=O)CC#N)c2C)c1	-1.7%	1.1	0.5%	11.7%	7.0%	-0.6%	i	51.1	3.2%	15.6%
COc1cc(/C=N/NC(=O)CCn2cnc(-c3ccccc3)c2-c2ccccc2)ccc1O	5.9%	1	1.6%	5.3%	3.8%	14.8%	i	58.5	0.1%	9.4%
CN1CCN(C(=O)c2ccc(N3CCCC3=O)cc2)CC1	-2.8%	1.1	0.1%	-5.1%	-2.9%	2.4%	i	24.8	0.0%	2.1%
CN(C)S(=O)(=O)c1cccc(NC(=O)CSc2nnnn2-c2ccccc2)c1	-2.8%	.	0.3%	.	1.2%	1.3%	i	35.8	-0.1%	.
Cc1cc(Cl)ccc1N(CC(=O)NCc1ccccc1)S(C)(=O)=O	.	.	-1.4%	.	.	1.4%	i	44.4	-0.5%	.
O=C(CCCn1c(=S)[nH]c2ccsc2c1=O)Nc1ccc2c(c1)OCCO2	-0.3%	1	-0.6%	15.1%	24.7%	-1.1%	i	49.1	-0.2%	10.2%
Cn1ccc2cc(NC(=O)Nc3cccnc3)ccc21	.	.	0.1%	.	.	-0.7%	i	33.4	-1.2%	.
O=C(COC(=O)c1ccc(Br)cc1)NCc1ccc(F)cc1	6.2%	1.1	-0.2%	-0.9%	4.2%	0.0%	i	45.8	-0.2%	-1.2%
NC(=O)CN1C(=O)C(=O)N(Cc2cccc(C(F)(F)F)c2)C1=O	.	.	0.0%	.	.	1.1%	i	51.1	0.2%	.
CCC(=O)n1nc(-c2ccco2)nc1SCc1ccccc1	14.7%	0.9	0.0%	-75.1%	26.4%	0.6%	i	31.4	-0.1%	-39.9%
